TDP1 cell noCPT – qHTS for Inhibitors of human tyrosyl-DNA phosphodiesterase 1 (TDP1): qHTS in cells in absence of CPT | actives 15% (n = 420,000) | DT40 Tdp1-/- hTDP1 cells, no CPT, ATP luminescence, 48 h | AID 686978, 2013 | Potency, µM (doses to about 46.2 µM), for the others: top-dose activity change, negative = growth inhibition, actives largely listed as inhibitors; also: nearly all actives have a fitted effect of over 55% in size
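A cellular qHTS used chicken DT40 cells lacking endogenous Tdp1 but carrying stably transfected human TDP1. Compounds were applied without camptothecin, and cell growth kinetics were judged by ATP-dependent luminescence after ≥48 hr.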
TDP1 cell CPT – growth inhibition of DT40 Tdp1-/-;hTDP1 cells with camptothecin (screen for TDP1 inhibitors) | chicken DT40 Tdp1-/-;hTDP1 cells + 20 nM CPT, ATP luminescence, 48 h | Potency, µM (top dose mostly 46.2 µM), for the others: top-dose activity change, negative = growth inhibition, most hits filed as inhibitors | actives 12% (n = 420,000); also: nearly all actives have a fitted effect of over 55% in size
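Cell growth measured by CellTiter-Glo luminescence after a minimum 48 h, 37 C compound exposure with 20 nM CPT in Tdp1-knockout DT40 cells stably expressing hTDP1, seeded 400/well; qHTS titration format.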
TDP1 block – inhibitors of human tyrosyl-DNA phosphodiesterase TDP1; actives 0.28% (n = 350,000); AID 485290; recombinant TDP1, AlphaScreen DNA substrate cleavage; Potency, µM (series often up to 130 µM), for inactives: top-dose activity change, negative = inhibition, actives largely listed as inhibitors; also: nearly all actives have a fitted effect of over 40% in size
Target sequence (Q9NUW8 whole entry, looked up): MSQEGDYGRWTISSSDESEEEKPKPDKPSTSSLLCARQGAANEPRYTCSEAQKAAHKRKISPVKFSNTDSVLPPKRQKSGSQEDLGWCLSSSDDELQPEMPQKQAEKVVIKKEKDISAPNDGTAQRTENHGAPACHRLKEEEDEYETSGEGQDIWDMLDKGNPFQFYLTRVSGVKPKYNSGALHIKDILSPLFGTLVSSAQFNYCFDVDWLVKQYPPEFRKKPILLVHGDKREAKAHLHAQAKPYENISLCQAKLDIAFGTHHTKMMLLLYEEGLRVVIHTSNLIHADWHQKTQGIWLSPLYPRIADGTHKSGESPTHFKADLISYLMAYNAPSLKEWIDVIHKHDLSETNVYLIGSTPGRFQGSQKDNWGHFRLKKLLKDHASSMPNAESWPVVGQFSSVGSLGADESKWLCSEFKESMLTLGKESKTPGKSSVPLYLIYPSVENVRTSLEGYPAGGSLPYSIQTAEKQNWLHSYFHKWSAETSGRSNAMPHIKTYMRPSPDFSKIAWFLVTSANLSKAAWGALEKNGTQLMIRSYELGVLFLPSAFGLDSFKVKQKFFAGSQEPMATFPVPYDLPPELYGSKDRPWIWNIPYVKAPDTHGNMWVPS
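Signal: AlphaScreen proximity between streptavidin donor and anti-FITC acceptor beads on intact substrate. Reaction: Tdp1 1 nM, substrate 15 nM final, 5 min RT after 15 min compound preincubation.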
The depositor's hits bear a star; ? = inconclusive; . = not tested or not shown; & = joins results of further samples; ! = a repeat was not active; [ ] = another dose, or the depositor's remark. Calls follow the shape of the dose curve; as a rule, active = well fitted curve in the direction sought with a large enough effect; inconclusive = small, poorly fitted or top-dose-only effect, or another doubt; inactive = no such curve, though single readings can be large; an effect the other way counts as inactive or inconclusive. % is scaled to controls: 0 for no effect and ±100 for the full control effect; potency is read from the fitted curve at half-maximal effect. Outcome played no part in choosing rows; 18% or so of the library scored in one or more.

SMILES | TDP1 cell noCPT | TDP1 cell CPT | TDP1 block
C[C@@H]1CN([C@@H](C)CO)C(=O)CCCn2nncc2CO[C@@H]1CN(C)S(=O)(=O)c1ccc(-n2cccn2)cc1 | -4% | 3% | .
Nc1nc(SCc2ccc3c(c2)OCO3)n[nH]1 | 10% | 1% | 2%
Cc1ccc(-c2nc(CS(=O)(=O)CC(=O)NC(C)CCc3ccccc3)c(C)o2)cc1 (stereo not given) | ? | ? | 2%
COc1ccc(OC)c(NC(=O)C(C)n2nc(C)c3c(C)n(-c4ccccc4)nc3c2=O)c1 (stereo not given) | ? | ? | 0%
C=CCNC(=S)N/N=C/c1ccc(-c2ccc(Br)cc2)o1 | ? | -87% | 8%
CN(C)/C=N/S(=O)(=O)c1cccn1-c1ncc(C(F)(F)F)cc1Cl | -16% | 8% | 1%
Cc1c(NS(=O)(=O)c2cccc(C(=O)NCc3cccc(Cl)c3)c2)c(=O)n(-c2ccccc2)n1C | 0% | 4% | .
Cc1cc2nc(CS(=O)(=O)c3ccccc3)cc(=O)n2[nH]1 | -3% | 9% | 11%
COCCNC(=O)C(c1ccc(O)cc1)N(Cc1cccs1)C(=O)CCC(=O)Nc1ccccn1 (stereo not given) | -1% | 0% | 7%[0.0935 µM]
Cc1cc(=O)[nH]c(N/N=C/c2c(F)c(F)c(F)c(F)c2F)n1 | 10% | -15% | .
COc1cccc(NC(=O)C(Cc2ccccc2)NS(=O)(=O)c2ccc3c(c2)oc(=O)n3C)c1 (stereo not given) | -21% | -8% | 5%
CN1CCN(S(=O)(=O)c2cccc(C(=O)N(C)C(c3ccccc3)c3ccccc3)c2)CC1 | ? | ? | .

Seven compounds out of the list, ordered by formula weight, largest number first:
SMILES | TDP1 cell noCPT | TDP1 cell CPT | TDP1 block
C[C@@H]1CN([C@@H](C)CO)C(=O)CCCn2nncc2CO[C@@H]1CN(C)S(=O)(=O)c1ccc(-n2cccn2)cc1 | -4% | 3% | .
Cc1c(NS(=O)(=O)c2cccc(C(=O)NCc3cccc(Cl)c3)c2)c(=O)n(-c2ccccc2)n1C | 0% | 4% | .
COc1cccc(NC(=O)C(Cc2ccccc2)NS(=O)(=O)c2ccc3c(c2)oc(=O)n3C)c1 (stereo not given) | -21% | -8% | 5%
Cc1ccc(-c2nc(CS(=O)(=O)CC(=O)NC(C)CCc3ccccc3)c(C)o2)cc1 (stereo not given) | ? | ? | 2%
C=CCNC(=S)N/N=C/c1ccc(-c2ccc(Br)cc2)o1 | ? | -87% | 8%
Cc1cc2nc(CS(=O)(=O)c3ccccc3)cc(=O)n2[nH]1 | -3% | 9% | 11%
Nc1nc(SCc2ccc3c(c2)OCO3)n[nH]1 | 10% | 1% | 2%

Carrying on:
SMILES | TDP1 cell noCPT | TDP1 cell CPT | TDP1 block
CCC(C)(C)NC(=O)C(c1ccc(C)cc1)N(CCN1CCOCC1)C(=O)CNC(=O)c1cccs1 (stereo not given) | -24% | ? | 6%
CCCCN(CC)CCCNC(=O)Cn1ncc2c3ccccc3n(Cc3ccc(F)cc3)c2c1=O | -28% | ? | 0%
Cc1ccc(C(=O)NCc2ccco2)cc1S(=O)(=O)N1CCOCC1 | 1% | 1% | 6%
CCOC(=O)C1(Cc2cccc(F)c2)CCN(C(=O)C2CCC2)CC1 | ? | ? | -3%
CCN1CCN(c2nc3c(c(=O)n(C)c(=O)n3C)n2CCSc2nccc(C)n2)CC1 | ? | 0% | 0%
Cc1cc(Nc2ccccc2)nc(N2CCN(C(=O)c3ccc4c(c3)OCO4)CC2)n1 | ? | ? | .
COC(=O)c1c(NC(=O)c2ccc(S(=O)(=O)N3CC(C)OC(C)C3)cc2)sc2c1CCN(C)C2 (stereo not given) | ? | ? | .
O=C(O)CCn1[nH]c(=O)ccc1=O | -12% | -9% | 5%
N#Cc1ccncc1S(=O)c1ccc(Cl)cc1 (stereo not given) | 8% | 3% | .
CCCN1CCN(C(=O)CCc2nnc3ccc(N4CCN(c5cccc(OC)c5)CC4)nn23)CC1 | -23% | ? | .
O=[N+]([O-])c1ccccc1/C=N/N1CCN(c2ccc(Cl)cc2)CC1 | ? | ? | 7%
NC(=S)NNC(=O)c1cccc(Cl)c1 | ? | 11% | .
COCCNC(=O)c1ccc(CS(=O)(=O)c2ccccc2OC)o1 | 19% | 1% | .
CCc1ccc2[nH]c(=O)c(C(c3nnnn3CC3CCCO3)N3CCCc4ccccc43)cc2c1 (stereo not given) | ? | ? | 10%
Cc1[nH]c(=O)c(C#N)cc1-c1ccc2nccn2c1 | -2% | -8% | 11%
CCCCn1nc(C(=O)Nc2nc3c(s2)CCCC3)c2ccccc2c1=O | ? | ? | 3%
Cc1ccc(-c2nc3c(c(SCC(=O)Nc4cccc(C(=O)O)c4)n2)Cc2cccc(C)c2O3)cc1 | ? | -1%&1% | .
Cc1ccc(-c2nnc(Nc3ccc(Cl)cc3)c3ccccc23)cc1S(=O)(=O)NCC1CCCO1 (stereo not given) | 21µM* | ? | .
Cc1ccc(C(=O)NCC(=O)OCC(=O)/C=C2\N(C)c3ccccc3C2(C)C)cc1C | ? | 16µM* | 4%
CCCC1=NCCn2cccc21 | -4% | -9% | 0%
CCCc1nn2c(=O)cc(COC(=O)c3ccccc3NC(=O)c3ccc(OCC)cc3)nc2s1 | 1% | -9% | -6%
Cc1ccc(NC(=O)c2ccccc2F)cc1S(=O)(=O)N1CCCCCC1 | ? | -26% | -6%
Cc1cccc(NC(=O)c2sc(Cl)nc2C)c1C | -17% | -14% | 5%
CCOC(=O)c1ccccc1N=N/C(C(C)=O)=C(/C)O | ? | ? | -8%
O=[N+]([O-])c1c(Nc2ccccn2)cc(Cl)c2nonc12 | 5.2µM* | 1.8µM* | 10%
COc1ccc(-n2nnnc2CNC(=O)C(=O)c2c[nH]c3ccccc23)cc1 | ? | ? | 1%
COC(=O)C(C)(C)ONC(=O)Nc1ccc(Br)cc1 | -14% | 23µM* | 5%
COc1cccc(CN2CC(C(=O)NC3CCC3)CCC2=O)c1 (stereo not given) | -23% | -1% | 2%[56.1 µM]
CC1CCCN(C/C=C/c2ccccc2[N+](=O)[O-])C1 (stereo not given) | -5% | -20% | 2%
Cc1c(NC(=O)c2ccc(S(=O)(=O)N3CCOCC3)cc2)c(=O)n(-c2ccccc2)n1C | 4% | 9% | 4%
CS(=O)(=O)N1CCN(C(=O)COc2ccccc2)CC1 | 3% | 1% | 0%
COc1cccc(Cn2c(=O)c(-c3ccccc3)nc3cnc(N4CCN(C)CC4)nc32)c1 | ? | ? | .
COc1ccccc1NC(=O)Nc1ccc(NC(=O)c2ccccc2O)cc1 | 29µM* | -27% | .
CCOC(=O)C(NC(=O)C1C(C)N1S(=O)(=O)c1ccc(C)cc1)C(=O)OCC (stereo not given) | 12% | 1% | 2%
C[C@H](CO)N1C[C@H](C)[C@@H](CN(C)S(=O)(=O)c2ccccc2)OCCCC[C@H](C)Oc2ccc(NC(=O)CCC(F)(F)F)cc2C1=O | ? | ? | .
C/C(=N\NC(=O)c1cc(Br)ccc1O)c1cccc(NC(=O)c2ccccc2F)c1 | 8% | -1% | 6%
CCn1ncc(Br)c1C(=O)Nc1ccc(F)cc1F | ? | 2% | 0%
CC1(C)CC(=O)C(C=NCCN2CCN(C(=O)c3ccc(Br)cc3)CC2)=C(O)C1 | -25% | 2% | 3%[56.1 µM]
O=c1oc2ccccc2cc1-c1nc(-c2ccccc2)no1 | -17% | -11% | 5%
COCCNC(=S)NC1CC2CCCC(C1)N2Cc1cccs1 (stereo not given) | -12% | -1% | 2%
CCC1Oc2ccccc2N(CC(=O)N2CC(C)CC(C)C2)C1=O (stereo not given) | ? | -21% | .
CC(C)[C@H](NC(=O)c1ccc(F)cc1)C(=O)NC1=NCCS1 | -16% | -26% | -3%
CCN(CC)CCNC(=O)c1ccc(NC(=O)c2cccc(-n3cnnn3)c2)cc1 | 1% | 8% | .
COc1ccccc1NC(=O)NCCN1CCN(C(=O)Nc2ccccc2OC)CC1 | -12% | 5% | -2%
CCc1ccc2c(c1)C(=O)CCC2 | 6% | ? | .
Cc1ccc(C)c(N2CCN(C(=O)CCC(=O)Nc3ccc4nc(N5CCCCC5)cc(C)c4c3)CC2)c1 | 12µM* | 12µM* | -3%
OC[C@@H]1[C@@H](c2ccc(Cl)cc2)C(c2cccc(Cl)c2)=NN1c1ccccc1 | 13µM* | 21µM* | 40µM*!
Cc1nc2c(C)cccn2c(=O)c1NC(=O)c1cccs1 | -17% | -26% | -2%

Compound profiles, from the list above. Values in the order: TDP1 cell noCPT | TDP1 cell CPT | TDP1 block
CCN(CC)CCNC(=O)c1ccc(NC(=O)c2cccc(-n3cnnn3)c2)cc1 in the list: 1% | 8% | .
CCc1ccc2c(c1)C(=O)CCC2 in the list: 6% | ? | .
Cc1nc2c(C)cccn2c(=O)c1NC(=O)c1cccs1 in the list: -17% | -26% | -2%

More compounds:
SMILES | TDP1 cell noCPT | TDP1 cell CPT | TDP1 block
CCNC(=O)C1(C)CCCN(Cc2noc(-c3c(C)noc3C)n2)C1 (stereo not given) | -8% | -11% | .
c1ccc(-n2nnnc2Sc2n[nH]c(-c3ccncc3)n2)cc1 | -6% | 0% | 10%
CCCCC(CC(O)COCC(C)C)C(=O)NNC(=S)Nc1ccccc1 (stereo not given) | 17% | -25% | 5%
Cc1ccc(NC(=O)CN2CCC(NC(=O)Cc3ccccc3)CC2)cc1C | -15% | -7% | 6%
Cc1[nH]c2ccccc2c1/C=N/Nc1nc(Nc2ccccc2)nc(N2CCOCC2)n1 | 6.5µM* | 8.2µM* | 10%
O=C(c1ccc(-c2nnc(Nc3cccc(Cl)c3)c3ccccc23)cc1)N1C[C@H]2C[C@H](C1)c1cccc(=O)n1C2 | 16µM* | ? | 4%
O=C(Cn1c(=O)n(Cc2nc(-c3ccccc3)no2)c(=O)c2ccccc21)Nc1cccc(Cl)c1 | ? | ? | 6%
O=C(Cc1ccc(F)cc1)N/N=C/c1ccncc1 | -11% | 24% | -3%
O=C(NCc1ccccc1)c1nnc(Cc2cccc(F)c2)o1 | -14% | -18% | 1%
C=CCNC(=S)N1CCOCC1 | 17% | 4% | -4%
COc1ccc(-c2nc(CN3CCN(c4ncnc5ccccc45)CC3)c(C)o2)c(OC)c1 | 5.8µM* | 8.2µM* | 9%
Cc1cccc(N2CCN(S(=O)(=O)c3cccs3)CC2)c1C | 4% | 0% | .
CC(C)(C)Nc1nc(Cl)nc(NCCN2CCOCC2)n1 | ? | -19% | .
C=CCN=C1SCC(=O)N1S(=O)(=O)c1ccccc1 | -4% | 5% | 5%
Cc1nnc(SCc2nc3sc4c(c3c(=O)[nH]2)CCCC4)n(N)c1=O | ? | ? | 6%
O=C(NCc1ccncc1)[C@@H]1CCCN1C(=O)[C@H]1CCCN1C(=O)c1c(F)cccc1F | -13% | -8% | .
COc1ccc(NC(=O)COC(=O)c2ccc(-n3cnnn3)cc2)cc1Cl | 17% | -4% | -7%[0.505 µM]
C[N+]1(CCNC(=O)/C=N/O)CCCCC1 | -3% | -20% | 1%
COCCNC(=O)c1cc(-c2ccccn2)nc2ccc(S(=O)(=O)N3CCC(C)CC3)cc12 | -27% | 1% | 2%
COC(=O)CC(NC(=O)c1ccco1)c1ccc(C(C)C)cc1 (stereo not given) | ? | ? | 0%
CCCN(Cc1nnc(-c2ccccc2Cl)o1)C(=O)c1cc([N+](=O)[O-])cc([N+](=O)[O-])c1 | 6.5µM* | 6.5µM* | 5%
CC1CN(CC(O)COC2CCC(C(C)(C)C)CC2)CC(C)O1 (stereo not given) | -25% | ? | 2%
Cc1ccc(CNC(=O)CCS(=O)(=O)c2cc3c(cc2Cl)NC(=O)CO3)o1 | 3% | -3% | .
COc1ccccc1OCCNC(=O)c1ccc(NC(=O)CC2SC(N3CCCC3)=NC2=O)cc1 (stereo not given) | -7% | -3% | .
Cc1ccc(CNC(=O)CS(=O)Cc2nc(-c3ccccc3C)oc2C)cc1 (stereo not given) | ? | -22% | 4%
C/C(=N\NC(=O)C1CC1)c1ccc(OC(F)F)cc1 | 4% | -1% | 4%[0.0935 µM]
CC(=O)Nc1ccc(SCCN2CC[C@@H](C(C)(C)C)CCC2=O)cc1 | 13µM* | ? | 1%
COc1ccc(CCNC(=O)COc2ccc3c(c2)OCO3)cc1 | -8% | -13% | 1%[56.1 µM]
O=C(NCC1CCCO1)c1ccc(CNS(=O)(=O)c2ccc(F)c(Cl)c2)cc1 (stereo not given) | -21% | -20% | -2%
COc1ccc(C(=O)NNC(=O)Cc2nc3nc(C)cc(C)n3n2)cc1 | 8% | 19% | 6%
CC1CCCCC12NC(=O)N(CC(=O)NCCc1ccccc1)C2=O (stereo not given) | 1% | -7% | 1%
COc1ccc(Cl)cc1C(=O)NNC(=O)CCNS(=O)(=O)c1ccccc1 | -17% | -10% | 2%
COc1ccc(NC(=O)CSc2ccccn2)cc1OC | -2% | -6% | 3%
